Screening data from PubChem.
EBNA-1 inh – blocks EBNA-1 binding to DNA; EBNA-1 DNA binding, fluorescence polarization; inhibition, % at 14.8 µM; 0.34% of 300,000 active; in the data active = inhibition above about 28%
TPT1 inh – blocks Candida albicans tRNA 2'-phosphotransferase | recombinant caTPT1, FP RNA substrate dephosphorylation | inhibition, % at 5 µM | 0.81% of 300,000 active;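 active = inhibition above the mean of all tested compounds plus 3 SD, set per screening campaign, cut at about 24% in these data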;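 also: plate controls were DMSO alone for no effect and ferristatin control at 100 nM for full effect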
PREPL inhibitor – human PREPL enzyme inhibition; recombinant PREPL, fluorescence polarization activity-based probe; inhibition, % at 5.96 µM; 0.68% of 320,000 active; AID 2751; in the data active = inhibition above about 43%;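 also: 0% = enzyme with DMSO and 100% = wells lacking enzyme; many of its hits are not listed in these tables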
CTSL1 counter – blocks F. hepatica cathepsin L1 in PFM18AAP counter-screen; recombinant F. hepatica cathepsin L1, Z-Leu-Arg-MCA fluorescence; inhibition, % at 5.96 µM; 0.49% of 300,000 active;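 active = inhibition above the mean of all tested compounds plus 3 SD, set per screening campaign, cut at about 17% in these data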;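 also: 0% = plate median of test compound wells and 100% = 1 µM Z-Phe-Ala-diazomethylketone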
ZTA DNA inh – ZTA (EBV) inhibition in EBNA-1 counter-screen; P03206; ZTA-DNA binding, fluorescence polarization; inhibition, % at 11 µM; 0.15% of 320,000 active; AID 2234; in the data active = inhibition above about 33%
Target sequence (P03206 whole entry, looked up): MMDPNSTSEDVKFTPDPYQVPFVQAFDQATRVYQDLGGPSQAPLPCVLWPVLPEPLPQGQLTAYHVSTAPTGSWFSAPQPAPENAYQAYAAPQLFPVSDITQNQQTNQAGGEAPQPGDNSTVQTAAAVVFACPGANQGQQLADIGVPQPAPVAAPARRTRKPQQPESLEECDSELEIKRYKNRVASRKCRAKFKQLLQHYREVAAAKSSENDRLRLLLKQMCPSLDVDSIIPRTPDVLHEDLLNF
core dimer inh – HCV core protein dimerization inhibition | inhibition, % at 5 µM | 0.33% of 300,000 active | AID 1899 | TR-FRET GST/Flag-core106 dimerization, 1536-well;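 active = inhibition above the mean of all tested compounds plus 3 SD, set per screening campaign, cut at about 45% in these data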
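Assay system: tagged HCV core106 pair (GST and Flag); medium: KF-containing HEPES buffer, pH 7.45, DTT, CHAPS, BSA; also added: Eu donor and XL665 acceptor anti-tag antibodies; dosing: 5 µM single dose; timing: compound-protein-antibody incubation 4 h at 22.5 °C; signal: TR-FRET 671 and 617 nm emission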
PP1 inh – blocks human PP1-alpha phosphatase, a PP5 counter-screen; P62136; purified PP1alpha, OMFP fluorescence; inhibition, % at 6.7 µM; 0.9% of 320,000 active;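 active = inhibition above the mean inhibition of all tested compounds plus 3 SD, computed separately for each screening campaign, cut at about 15% in these data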
Target sequence (P62136 whole entry, looked up): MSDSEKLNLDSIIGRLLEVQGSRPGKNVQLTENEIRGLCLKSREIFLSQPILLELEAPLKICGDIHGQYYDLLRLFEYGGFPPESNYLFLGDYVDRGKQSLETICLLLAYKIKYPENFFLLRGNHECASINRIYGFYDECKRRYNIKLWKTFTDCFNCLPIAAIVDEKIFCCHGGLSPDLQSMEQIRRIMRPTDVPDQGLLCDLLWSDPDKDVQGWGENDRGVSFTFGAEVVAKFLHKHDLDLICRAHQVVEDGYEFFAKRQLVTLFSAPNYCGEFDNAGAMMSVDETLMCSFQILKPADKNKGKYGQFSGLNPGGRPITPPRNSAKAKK
PP5 primary – blocks human protein phosphatase 5 activity. purified PP5c, OMFP substrate fluorescence. 0.18% of 320,000 active. inhibition, % at 6.7 µM. P53041;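 active = inhibition above the campaign's mean inhibition across all tested compounds plus 3 SD, cut at about 9.5% in these data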;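 also: 0% = DMSO only and 100% = 100 µM cantharidin control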
Target sequence (P53041 whole entry, looked up): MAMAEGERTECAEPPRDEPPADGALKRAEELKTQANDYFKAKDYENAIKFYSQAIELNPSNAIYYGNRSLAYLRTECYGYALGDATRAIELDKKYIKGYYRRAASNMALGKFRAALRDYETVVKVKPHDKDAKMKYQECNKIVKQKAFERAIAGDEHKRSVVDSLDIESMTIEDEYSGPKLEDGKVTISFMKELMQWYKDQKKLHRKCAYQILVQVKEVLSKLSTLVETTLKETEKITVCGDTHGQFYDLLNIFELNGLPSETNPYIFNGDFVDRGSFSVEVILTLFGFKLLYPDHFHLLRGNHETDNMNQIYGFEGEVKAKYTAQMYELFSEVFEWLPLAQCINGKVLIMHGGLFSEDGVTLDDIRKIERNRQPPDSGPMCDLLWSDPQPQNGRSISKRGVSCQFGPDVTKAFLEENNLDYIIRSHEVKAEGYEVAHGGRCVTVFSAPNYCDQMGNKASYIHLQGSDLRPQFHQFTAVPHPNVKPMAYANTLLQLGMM
Efflux pump inh – antifungal efflux pump inhibition, Nile Red retention; S. cerevisiae Candida pump triplex; inhibition, % at 10 µM; 0.44% of 330,000 active; AID 485275;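 active = plate passing quality check with inhibition over a set limit, or well fluorescence over plate mean plus 4 SD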;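 also: Nile Red retained in pooled yeast measured as flow cytometry median fluorescence; 0% = buffer negative control and 100% = Enniatin B positive control; higher means more Nile Red kept so more efflux inhibition; some compounds called inactive have numbers as strong as hits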
Numbers without * were called inactive; / = no result given. An excerpt; the hit share may differ from the screen's.

SMILES | EBNA-1 inh | TPT1 inh | PREPL inhibitor | CTSL1 counter | ZTA DNA inh | core dimer inh | PP1 inh | PP5 primary | Efflux pump inh
COc1cc2ncnc(NCc3ccccc3F)c2cc1OC | -2 | 0 | 10 | 1 | 9 | 0 | 1 | 0.1 | 0.1
S=C(NCc1ccccc1)Nc1ccc(Cl)cc1 | 6 | -5 | -12 | -1 | 7 | -1 | -2 | 4.4 | 0.0
COc1ccc(-n2c(O)c(C=Nc3ccccc3)c3ccccc3c2=O)cc1OC | -1 | 3 | -5 | 1 | -7 | 5 | -2 | 1.2 | 0.0
COc1ccc(C(CC(=O)NCc2ccccc2)Sc2n[nH]c(-c3ccccc3)n2)cc1 (centres undefined) | 14 | -2 | -8 | -1 | 9 | -5 | 1 | 1.5 | -0.1
Cc1ccc(OCc2cc(C(=O)N3CCCC3)no2)cn1 | 4 | -3 | 9 | 14 | -1 | -4 | -12 | 0.7 | 0.1
Cc1cccc(OCC(=O)NCc2nnc3ccc(C(F)(F)F)cn23)c1C | / | / | 6 | / | 18 | / | 2 | -0.6 | 0.0
Cc1ccc(C)c(NC(=S)NNC(=O)c2csc(C)c2C)c1 | 4 | 1 | -1 | -1 | 3 | 0 | -4 | -1.4 | -0.1
CC(=O)Oc1ccc(/C=N/NC(=S)Nc2ccccc2)cc1 | 5 | -3 | 7 | -14 | -3 | -2 | -1 | 3.0 | -0.3
CC(C)COC(=O)n1c(=O)oc2ccc(S(=O)(=O)N3CCCCC3)cc21 | 6 | 2 | 19 | 1 | 14 | 1 | 0 | -0.8 | -0.1
CCS(=O)(=O)N1CCC(C(=O)NCCc2ccc(C)cc2)CC1 | 10 | 3 | -1 | -1 | 4 | -4 | -4 | 1.0 | 0.0
CCOc1cc(CNCCN(C)C)c(Cl)cc1OCC(=O)NCCc1ccccc1 | 6 | 4 | 2 | -9 | 19 | -3 | -5 | -1.5 | 0.2
O=C(Nc1ccccc1)C1CCCN(C(=O)c2ccc(Cl)cc2)C1 (centres undefined) | 7 | 1 | -31 | -1 | 8 | 14 | -4 | -2.0 | -0.1

Compounds listed so far that have a Cl atom, in the order listed:
SMILES | EBNA-1 inh | TPT1 inh | PREPL inhibitor | CTSL1 counter | ZTA DNA inh | core dimer inh | PP1 inh | PP5 primary | Efflux pump inh
S=C(NCc1ccccc1)Nc1ccc(Cl)cc1 | 6 | -5 | -12 | -1 | 7 | -1 | -2 | 4.4 | 0.0
CCOc1cc(CNCCN(C)C)c(Cl)cc1OCC(=O)NCCc1ccccc1 | 6 | 4 | 2 | -9 | 19 | -3 | -5 | -1.5 | 0.2
O=C(Nc1ccccc1)C1CCCN(C(=O)c2ccc(Cl)cc2)C1 (centres undefined) | 7 | 1 | -31 | -1 | 8 | 14 | -4 | -2.0 | -0.1

New compounds follow.
SMILES | EBNA-1 inh | TPT1 inh | PREPL inhibitor | CTSL1 counter | ZTA DNA inh | core dimer inh | PP1 inh | PP5 primary | Efflux pump inh
Cc1c(NS(C)(=O)=O)c(=O)n(-c2ccccc2)n1C | 4 | 2 | -5 | -2 | 13 | -8 | 1 | -0.1 | 0.0
C=CCn1c(SCC(=O)Nc2cc(NC(C)=O)ccc2OC)nnc1-c1cccnc1 | -4 | -3 | -9 | -1 | -22 | 2 | -5 | 3.6 | 0.0
Cc1cccc(N2CCN(C(=O)CCNS(=O)(=O)c3ccc4c(c3)oc(=O)n4C)CC2)c1C | 5 | -1 | -1 | 2 | 6 | 12 | 0 | -0.6 | -0.2
O=C(Nc1ccc(-c2nc3cccnc3s2)cc1)c1cccnc1Cl | 0 | -1 | -1 | 3 | 4 | -1 | -1 | 0.0 | -0.2
COc1ccccc1C(=O)N/C(=C/c1ccccc1)C(=O)NC(CCSC)C(=O)O (centres undefined) | -7 | 6 | 4 | 1 | -6 | -2 | -4 | 3.1 | 0.1
CCOC(=O)Cc1[nH]nc2c1C(c1ccoc1)C(C#N)=C(N)O2 (centres undefined) | -6 | 1 | 3 | -1 | -19 | -2 | 2 | 7.1 | 0.0
CCCCNS(=O)(=O)c1ccc(S(=O)(=O)n2cnc3ccccc32)cc1 | -5 | 1 | -7 | -2 | 8 | -2 | -1 | 0.8 | -0.1
CCc1cccc(CC)c1NC(=O)COC(=O)c1cccc(S(=O)(=O)N2CCc3ccccc3C2)c1 | 13 | -3 | 5 | 1 | 13 | -1 | 9 | 0.8 | -0.3
S=C1NCCOCCOCCOCCN1 | 10 | 4 | -11 | -3 | -1 | 3 | -2 | 1.5 | -0.1
CSC1=NC(NCCCO)c2c(sc3c2CC(C)(C)OC3)N1 (centres undefined) | -10 | -4 | 15 | -3 | -13 | -5 | -1 | 3.1 | 0.0
CC(CS(=O)(=O)c1ccc2c(c1)NC(=O)CS2)C(=O)N1CCN(c2cccc(Cl)c2)CC1 (centres undefined) | -17 | 3 | 31 | 0 | -6 | -125 | 12 | 4.3 | -0.1
C=CCCCCCCCCc1nc(=S)[nH][nH]1 | -1 | 1 | 3 | -2 | 6 | 3 | -1 | 1.9 | -0.5
C/C(=N\NS(=O)(=O)c1ccccc1)c1ccc2c(c1)OCO2 | -7 | -3 | 18 | -5 | -1 | -11 | 2 | 2.7 | -0.2
COc1ccc(C2C3=C(CC(C)(C)CC3=O)Oc3ncn(Cc4ccco4)c(=N)c32)cc1 (centres undefined) | -11 | 7 | 10 | 3 | -10 | 6 | 2 | 6.3 | 0.2
O=C(CSc1n[nH]c(=O)[nH]c1=O)NC1CC1 | 59* | -3 | -3 | -7 | 27 | -2 | 0 | -3.6 | -0.1
CCN(CC)S(=O)(=O)c1cc(NC(=O)CNc2c(C)n(C)n(-c3ccccc3)c2=O)ccc1C | -5 | -3 | 5 | 6 | -16 | 2 | 0 | 0.6 | 0.0
CC1CCc2sc3c(c2C1)c1ncnn1c(=O)n3CC(=O)c1ccc(Br)cc1 (centres undefined) | 8 | -4 | -10 | -2 | -4 | 1 | -5 | 3.8 | -0.1
CCc1ccc(NS(=O)(=O)c2ccc3c(c2)CCN3C(=O)CCC(=O)O)cc1 | -8 | -2 | 3 | -11 | 2 | 3 | 2 | 3.6 | -0.1
CCCCN(C)C(=O)c1oc2ccc(S(=O)(=O)N3CCCCCC3)cc2c1C | 3 | -7 | 12 | -3 | 3 | 5 | 0 | 3.7 | 0.0
OCC[C@@H]1C[C@@H](O)[C@H](O)[C@@]2(Cc3ccccc3O2)O1 | -5 | -4 | 4 | -7 | -7 | 11 | -7 | 1.8 | 0.0
CCOC1=NN(c2ncc(C(F)(F)F)cc2Cl)C(=O)/C1=C/N(C)C | -6 | -4 | -5 | -4 | 3 | 2 | -1 | -0.1 | -0.1
CC(C)(C)NC(=O)CCN(/N=C/c1ccc([N+](=O)[O-])o1)C1=NS(=O)(=O)c2ccccc21 | 3 | 5 | 3 | 6 | 8 | 11 | -2 | -1.7 | 0.1
CCn1c(=O)c2sccc2n(Cc2cc(C(=O)OC)ccc2OC)c1=O | 9 | -2 | 0 | -1 | 9 | 9 | -5 | 1.2 | 0.0
CCCc1[nH][nH]c(=O)c1C(c1ccc(Br)cc1)C(C#N)C#N (centres undefined) | 9 | -1 | 7 | 0 | 1 | 4 | 1 | 3.5 | 0.1
C=CCn1cc(C(=O)N2CCc3ccccc3C2)c(=O)c2cc(S(=O)(=O)N(CC)CC)ccc21 | 6 | -1 | 8 | 3 | -4 | 0 | -1 | 3.1 | 0.0
Cc1oc2ccc(NS(=O)(=O)c3ccc(F)cc3)cc2c1C(=O)O | 10 | 0 | -3 | -2 | -9 | -4 | -3 | 0.0 | -0.1
C/C(=N\NC(=O)c1nonc1N)c1cccs1 | 0 | -2 | 13 | 2 | -19 | -12 | 3 | 4.3 | -0.1
O=c1oc2ccccc2c(Nc2cccc3ccccc23)c1[N+](=O)[O-] | 7 | -2 | -11 | 5 | 6 | 9 | 1 | 1.2 | -0.1
CN(Cc1ccccc1)S(=O)(=O)c1ccc2c(c1)n(C)c(=O)n2C | 5 | -9 | -5 | 1 | -4 | -4 | -1 | 1.3 | 0.0
O=C1OC(c2ccccc2)=N/C1=C\N1CCCCC1 | 4 | -1 | 5 | 7 | 9 | 5 | 1 | 2.2 | 0.1
O=C(O)CCCCOn1ccnc1 | 2 | 3 | 5 | 2 | 10 | 11 | -2 | 0.5 | 0.0
CCOC(=O)c1c(-c2ccccc2)[nH]c2ccc(O)cc12 | 11 | -5 | 19 | -1 | -11 | -3 | 0 | 3.9 | -0.2
CC12CCC(C(=O)N(c3ccccn3)c3ccccn3)(OC1=O)C2(C)C (centres undefined) | 4 | -5 | -8 | -2 | 18 | 1 | 2 | 0.4 | 0.0
Cc1c(NC(=O)c2cc(=O)[nH]c3ccccc23)c(=O)n(-c2ccccc2)n1C | 11 | -1 | 3 | 6 | -16 | 4 | -1 | 0.1 | -0.1
N#Cc1nc(-c2ccccc2Cl)oc1NCc1ccco1 | -7 | 0 | 16 | 5 | -7 | -13 | -3 | 2.0 | 0.1
Cc1c(NC(=O)c2ccco2)cccc1C(=O)NN1C(=O)c2ccccc2C1=O | -2 | -4 | 12 | 1 | 6 | 0 | -3 | 0.3 | -0.2

In the list so far, these have two or more sulfur atoms.
SMILES | EBNA-1 inh | TPT1 inh | PREPL inhibitor | CTSL1 counter | ZTA DNA inh | core dimer inh | PP1 inh | PP5 primary | Efflux pump inh
Cc1ccc(C)c(NC(=S)NNC(=O)c2csc(C)c2C)c1 | 4 | 1 | -1 | -1 | 3 | 0 | -4 | -1.4 | -0.1
CCCCNS(=O)(=O)c1ccc(S(=O)(=O)n2cnc3ccccc32)cc1 | -5 | 1 | -7 | -2 | 8 | -2 | -1 | 0.8 | -0.1
CSC1=NC(NCCCO)c2c(sc3c2CC(C)(C)OC3)N1 (centres undefined) | -10 | -4 | 15 | -3 | -13 | -5 | -1 | 3.1 | 0.0
CC(CS(=O)(=O)c1ccc2c(c1)NC(=O)CS2)C(=O)N1CCN(c2cccc(Cl)c2)CC1 (centres undefined) | -17 | 3 | 31 | 0 | -6 | -125 | 12 | 4.3 | -0.1

(cont.)
SMILES | EBNA-1 inh | TPT1 inh | PREPL inhibitor | CTSL1 counter | ZTA DNA inh | core dimer inh | PP1 inh | PP5 primary | Efflux pump inh
CC(=O)Nc1ccc2nc(SCC(=O)N3CCOCC3)sc2c1 | 0 | 0 | -10 | -3 | 9 | 1 | -4 | 3.2 | -0.1
CCOC(=O)CCC(=O)N1CCNC(=O)C1 | 10 | -3 | 1 | -6 | 13 | -5 | -6 | -2.9 | 0.0
CCN(CC)CCN1CNC(=S)N(c2ccccc2OC)C1 | 0 | -2 | 4 | -1 | 8 | 1 | -4 | 1.0 | 0.2
CC1CC(C)CN(CCCNC(=O)Cn2ncc3c([nH]c4ccccc43)c2=O)C1 (centres undefined) | -23 | 2 | 0 | -3 | -4 | -7 | -8 | -1.5 | 0.3
CCOC(=O)C(=O)/C(=C\N(C)C)c1onc(-c2c(Cl)cccc2Cl)c1C(=O)OC | -4 | -2 | 1 | -2 | -3 | 4 | -4 | 1.5 | 0.1
Cc1cccc(NC(=O)c2cccnc2)c1C | 9 | -1 | 1 | -3 | 4 | -8 | 1 | -1.0 | 0.2
Cc1cccc(-n2c(N)c(-c3nc4ccccc4n3C)c3nc4ccccc4nc32)c1 | -1 | 26* | 3 | 1 | -4 | 2 | -3 | 3.5 | 2.8
C#CCN1C(=O)C2(OCCO2)c2ccccc21 | -3 | -1 | 4 | -1 | -7 | 4 | -5 | 0.0 | 0.0
N#Cc1cc2c(nc1SCc1ccc(Cl)cc1)CCCC2 | 3 | 2 | 7 | -1 | 13 | 1 | -3 | -0.2 | -0.1
COc1cc(NC(=O)COC(C)=O)c(C)cc1[N+](=O)[O-] | 4 | 0 | -11 | -11 | 1 | 2 | -2 | 0.5 | 0.1
CC(C)CNC(=S)N1CCN(C(c2ccccc2)c2ccccc2)CC1 | 15 | 0 | 0 | -8 | 19 | 6 | -1 | 1.1 | -12
COc1ccccc1C(=O)N=c1sc2c(C)ccc(OC)c2n1C | -7 | -1 | -13 | 4 | -3 | 4 | 4 | 3.5 | 0.0
